KDM5B inh – inhibitors of human KDM5B histone demethylase; Q9UGL1; KDM5B demethylase, FDH-coupled NADH fluorescence (FDH is formaldehyde dehydrogenase); Potency, µM (titrated, usually from 57.7 µM), for the others: at the highest dose activity change, negative = inhibition, usual class: inhibitors; hit rate 2.6% among 220,000; AID 1347165; active = well fitted inhibition curve with a large enough effect; inconclusive = small, poorly fitted or top-dose-only effect; inactive = no such curve, though single readings can be large or run the other way; also: 0% is about no effect; nearly all actives have a fitted effect of over 70% in size
Target sequence (Q9UGL1 whole entry, looked up): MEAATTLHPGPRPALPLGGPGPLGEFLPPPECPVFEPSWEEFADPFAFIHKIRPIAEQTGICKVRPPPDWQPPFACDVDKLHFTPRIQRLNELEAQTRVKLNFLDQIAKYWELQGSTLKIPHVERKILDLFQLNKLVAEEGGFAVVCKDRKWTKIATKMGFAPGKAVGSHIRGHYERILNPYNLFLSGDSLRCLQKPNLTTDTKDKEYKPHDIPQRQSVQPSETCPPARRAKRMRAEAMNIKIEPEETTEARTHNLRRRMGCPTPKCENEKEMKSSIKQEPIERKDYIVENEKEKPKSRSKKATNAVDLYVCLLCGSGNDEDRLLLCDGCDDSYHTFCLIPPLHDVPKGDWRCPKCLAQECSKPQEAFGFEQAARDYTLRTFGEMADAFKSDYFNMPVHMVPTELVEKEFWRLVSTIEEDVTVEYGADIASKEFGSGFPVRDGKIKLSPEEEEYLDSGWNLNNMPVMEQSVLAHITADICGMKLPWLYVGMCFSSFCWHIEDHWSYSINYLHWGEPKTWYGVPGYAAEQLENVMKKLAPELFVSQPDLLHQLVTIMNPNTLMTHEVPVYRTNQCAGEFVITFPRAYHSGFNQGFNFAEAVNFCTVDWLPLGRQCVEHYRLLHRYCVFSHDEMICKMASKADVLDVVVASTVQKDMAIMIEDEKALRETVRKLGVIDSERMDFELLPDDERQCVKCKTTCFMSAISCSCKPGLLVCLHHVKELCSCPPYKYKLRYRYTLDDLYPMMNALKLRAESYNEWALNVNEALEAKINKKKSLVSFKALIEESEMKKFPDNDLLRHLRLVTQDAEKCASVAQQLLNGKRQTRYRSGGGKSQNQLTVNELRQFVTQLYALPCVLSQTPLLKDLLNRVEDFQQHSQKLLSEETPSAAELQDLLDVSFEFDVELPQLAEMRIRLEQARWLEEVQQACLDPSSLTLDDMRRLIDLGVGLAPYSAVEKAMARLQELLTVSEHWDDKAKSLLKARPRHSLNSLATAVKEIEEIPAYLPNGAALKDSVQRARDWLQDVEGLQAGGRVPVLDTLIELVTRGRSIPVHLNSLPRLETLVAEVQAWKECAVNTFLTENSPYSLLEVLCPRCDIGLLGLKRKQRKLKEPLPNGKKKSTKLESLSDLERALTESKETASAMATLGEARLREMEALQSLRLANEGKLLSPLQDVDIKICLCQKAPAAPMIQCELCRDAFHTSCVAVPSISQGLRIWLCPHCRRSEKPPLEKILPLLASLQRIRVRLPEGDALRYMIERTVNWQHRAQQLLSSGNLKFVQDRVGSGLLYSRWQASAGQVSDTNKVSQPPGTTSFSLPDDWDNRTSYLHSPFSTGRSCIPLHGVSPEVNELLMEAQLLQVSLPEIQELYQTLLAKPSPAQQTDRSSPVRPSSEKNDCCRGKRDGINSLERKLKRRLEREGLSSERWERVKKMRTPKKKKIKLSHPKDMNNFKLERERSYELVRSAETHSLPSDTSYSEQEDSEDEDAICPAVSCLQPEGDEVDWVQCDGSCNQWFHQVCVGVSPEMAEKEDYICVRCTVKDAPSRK
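qHTS format, multiple compound concentrations. Buffer 50 mM HEPES pH 7.5/0.01% Tween-20; 200 nM KDM5BΔAP final; 10 min compound preincubation; substrate-mix levels 12.5 µM peptide, 25 µM α-KG, 0.25 mM NAD⁺; 30 min RT; ΔRFU.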
* = called active by the depositor; ? = inconclusive; & = joins results of further samples; [ ] = remark or other dose. Potency is read from the fitted curve at half-maximal effect.

SMILES	KDM5B inh
O=C(NCc1ccccc1)C1CCC(=O)N1C1CCN(C(=O)c2ccc(Cl)cc2)CC1 (stereo unspecified)	-8%
C[C@]1(CO)[C@H]2Cc3sc(NC(=O)C4CCC4)nc3[C@@H](CC(=O)N3CCCCC3)[C@]2(C)CC[C@H]1O	-9%
O=C(NCCc1ccccn1)c1cnc2c(c1)N([S+](=O)([O-])c1cccnc1)CCC2	-13%[86.2 µM]
COC[C@@H]1CN(C(=O)c2cccc3[nH]ccc23)C[C@H]1c1nc(C)no1	20µM*
Cc1ccc(NC(=O)CCc2nc3cccnc3n2-c2ccccc2)cc1	?
Cc1cc(NC(=O)CCc2ncc(-c3ccc(F)cc3F)o2)no1	17%
Clc1cc(Cl)cc(NCc2nnc3n2CCCCC3)c1	12%
O=C(NCCCc1ccccc1)c1n[nH]c2c1CN(C(=O)C1CC1)CC2	-5%
Cn1cc(S(=O)(=O)N2CCCC2)cc1C(=O)Nc1ccc(F)cc1F	-14%
CCCc1nc(-c2nc(C3CCOC3)no2)cs1 (stereo unspecified)	5%
CN(C)CCNC(=O)C[C@@H]1O[C@H](CNC(=O)c2ccco2)[C@@H](O)[C@H]1O	10%[86.2 µM]
Cc1ccc(N(CC(C)C)S(=O)(=O)c2nnc(NC(=O)c3ccco3)s2)cc1	-16%
CC(C)OCCCNC(=O)c1ccc(Cn2ccn3nc4c(c3c2=O)CCCC4)cc1	-27%
O=C(Cc1cccs1)Nc1cccc2c1CCCC2	22%
COc1cc(C(=O)NCc2coc(-c3cccs3)n2)cc(OC)c1C	-24%
Cn1cc(C(=O)C(=O)N2CCCCC2)c2ccccc21	13%
Cc1cc(C)c(OCC(=O)N2CCC(NC(=O)c3ccccc3)CC2)c(C)c1	12%
CN1CCCC2(C1)CN(C)c1ccc(C(=O)NCC3CCCCC3)cc12 (stereo unspecified)	35µM*
COc1ccc(-c2nc(C3CC(=O)N(c4ccc(OC)c(OC)c4)C3)no2)c(OC)c1 (stereo unspecified)	-22%
COC1CCCOC12CCN(C(=O)CCCn1cncn1)CC2 (stereo unspecified)	20%
COc1ccc(-c2cc3c(=O)n(CCNC(=O)c4cccc(N(C)C)c4)ccn3n2)cc1	35µM*
CCc1ccc(NC(=O)c2ncoc2-c2cccc(C)c2)cc1	-24%
COc1ccc(-c2noc(-c3cccn3CC(=O)N3CCN(c4ccc(F)cc4)CC3)n2)cc1F	2%
O=C(NCCc1ccccn1)c1ccc2nccn2c1	?
COc1ccc(C)cc1Nc1nc2c(S(=O)(=O)c3cc(C)ccc3C)nnn2c2ccsc12	-12%
COc1ccc(OC)c(NC(=O)CSC2=Nc3ccccc3C3=NC(CC(=O)NCCc4ccccc4)C(=O)N23)c1 (stereo unspecified)	-24%
COc1ccc(Cl)cc1NC(=O)C1CCCN1C(=O)C12CC3CC(CC(C3)C1)C2 (stereo unspecified)	137%[activator]
COc1c(Cl)cc(C(=O)N(Cc2ccc(C)o2)C2CCS(=O)(=O)C2)cc1Cl (stereo unspecified)	-1%&-27%
Cc1nn(-c2nc3c(c(=O)n(CC(=O)C(C)(C)C)c(=O)n3C)n2C(C)C)c(C)c1C	13%
Cc1cc(C)n(Cc2ccc(C(=O)N3CC4CC(C3)[C@H]3CCCC(=O)N3C4)o2)n1 (stereo partly specified)	2%
C=CCNC(=S)N/N=C/c1ccccc1C(F)(F)F	-16%
Cc1cccc(Nc2nc(-c3cc4ccccc4oc3=O)cs2)c1	-4%
CCOc1ccc(-c2cn3c(n2)sc2cc(C(=O)NCCCN4CCCCCC4)ccc23)cc1	?
O=C(Cn1ccc2cc(S(=O)(=O)N3CCCCC3)ccc21)NCCc1ccc(Cl)cc1	?
Cc1ccc2c(=O)c(C(=O)c3ccc(F)cc3)cn(CC(=O)NCc3ccccc3Cl)c2n1	-3%
CC(=O)Nc1ccc(OCC(=O)c2ccccc2)cc1	9%
CCOCCn1c(=O)[nH]c2cc(C(=O)NCCN3CCOC3=O)ccc21	-21%
O=C(NCCN1CCCCC1)c1nc(-c2ccc3cc[nH]c3c2)no1	1%
CSc1ccc(CN(C)C(=O)CNC(=O)c2sc3ccccc3c2Cl)cc1	-7%
COc1ccccc1OC1(C(=O)O)CCN(c2ncnc3nc[nH]c23)CC1	14%

Part of the list above, with values ahead of the structure:
KDM5B inh	Molecule
20µM*	COC[C@@H]1CN(C(=O)c2cccc3[nH]ccc23)C[C@H]1c1nc(C)no1
?	Cc1ccc(NC(=O)CCc2nc3cccnc3n2-c2ccccc2)cc1
17%	Cc1cc(NC(=O)CCc2ncc(-c3ccc(F)cc3F)o2)no1

Additional results follow:
SMILES	KDM5B inh
Cc1cccc(-n2c3nc(=O)n(C)c(=O)c-3cc3c(C)nn(-c4ccccc4)c32)c1C	-192%
Cc1noc([C@@H]2CN(Cc3ccco3)C[C@H]2CO)n1	-32%
Cc1noc(C)c1C(=O)N1CCc2nn(C)c(=O)n2CC1	-31%
O=C(NCCCN1CCOCC1)c1nn2c(C(F)(F)F)cc(-c3ccco3)nc2c1Cl	7%
CC1CCCC/C1=N\NC(=S)Nc1ccc(C(C)C)cc1 (stereo unspecified)	?
Cc1ccc(Nc2nc(N)nc(CSc3nnc(C4CC4)n3Cc3ccccc3)n2)cc1	9%
Cc1ccc2oc(=O)cc(CN3CCN(c4ccccn4)CC3)c2c1	5%
CS(=O)(=O)N[C@@H]1[C@@H](NC(=O)CCn2nnc3ccccc32)[C@H]2CCO[C@H]21	-4%
CN(C)CCOCC1(C)COc2ccc(C(=O)Nc3ccc4[nH]ccc4c3)cc2N1 (stereo unspecified)	-4%[86.2 µM]
c1ccc(OCCNc2nc(-c3cccnc3)nc3ccccc23)cc1	-16%
O=C(Nc1nc2cc3c(cc2s1)OCCO3)c1ccc([N+](=O)[O-])o1	1%
Cc1ccc(OCC(=O)N2CCc3ccccc3C2)c(Br)c1	22%
Cc1cccc2c(=O)c(-c3ccccc3)c(NC(=O)c3ccco3)oc12	11%
O=C(Cn1ncc2c3ccccc3n(Cc3ccccc3F)c2c1=O)N1CCCCC1	?
CC(=O)c1c(C)[nH]c2ccccc12	1%
COc1ccc(-c2cc(C(F)(F)F)nc(SCCC(=O)Nc3cc(C)ccc3O)n2)cc1	?
COc1cccc(CNC(=O)c2ccc(C(F)(F)F)cc2)c1	1%
FC(F)(F)c1cc(C(F)(F)F)c2ccc(N3CCOCC3)nc2n1	-18%
CCCc1c(C)nc(Nc2nc(C)c3cc(OC)ccc3n2)[nH]c1=O	5%
Cc1ccc(CNC(=O)N2CCC(OC3CCN(S(C)(=O)=O)CC3)CC2)cc1	10%
C=CCOc1cccc(-c2nnc(CCC(=O)NCCCOC)c(=O)[nH]2)c1	-34%
COc1cc(C(=O)Nc2cc(C)ccc2OCc2cc(=O)n3c(C)csc3n2)cc(OC)c1OC	-16%
CC(=O)N1CCC([C@@H]2CN(C(=O)c3ccc(C#N)cc3)C[C@H]2CO)CC1	24%
CCOC(=O)c1c(-c2ccc(Br)cc2)csc1NC(=O)c1ccc(C(C)(C)C)cc1	-9%
Cc1ccc(CN2CC(Oc3ccccc3C(=O)NC3CC3)C2)o1	-16%
Cc1cnc(CC2CCN(C(=O)NC(C)C)C2)n1C1CC1 (stereo unspecified)	-16%
Cn1ncc2c(C(=O)NC3CC3)cc(-c3cccc(C(F)(F)F)c3)nc21	?
Cc1noc(C)c1C(=O)OC(C)C(=O)NC(C)c1ccc(Cl)cc1Cl (stereo unspecified)	36%
Cc1cnc(C(=O)N2CCCC2c2nc(CCOCC3CCCC3)no2)cn1 (stereo unspecified)	42%
CCN(CC)c1nn2c(=O)c(C(=O)NCCc3ccccc3C)cnc2s1	?
COC(=O)[C@@H]1C[C@H](NC(=O)c2cccc(NC(=O)c3ccco3)c2C)CN1C	-13%
COc1ccc(C(=O)N2CCN(C(=O)c3nnn4c3COC(c3ccc(C)cc3)C4)CC2)cc1F (stereo unspecified)	15%
Cc1cc(C)cc(NC(=O)c2cc3ccccc3oc2=O)c1	9%
CCc1ccccc1NC(=O)Cn1c(-c2cccc(Cl)c2)nc(C)c(CCO)c1=O	-13%
Cc1cccc(OCCc2noc(C3CCCN(Cc4ccccc4C#N)C3)n2)c1 (stereo unspecified)	-16%
CCCn1nc(C(=O)Nc2nc(-c3ccc(OC)cc3)c(C)s2)c2ccccc2c1=O	24%
CCCN1C(=O)C(CC(=O)N2CCCC(C)C2)Sc2ncccc21 (stereo unspecified)	-26%
O=C(Cn1cccc1-c1nc(-c2ccc(F)cc2)no1)Nc1ccccc1F	-5%
C=CCNC(=O)c1cn2c(n1)CN(C(=O)c1ccccc1)CC2	-14%[149 µM]
COc1ccc(NC(=O)c2cc3c(=O)n(Cc4cccnc4)ccc3nc2C)cc1Cl	-2%

Filtered by structure, those above containing a thiophene ring, fused or not (five)
SMILES	KDM5B inh
O=C(Cc1cccs1)Nc1cccc2c1CCCC2	22%
COc1cc(C(=O)NCc2coc(-c3cccs3)n2)cc(OC)c1C	-24%
COc1ccc(C)cc1Nc1nc2c(S(=O)(=O)c3cc(C)ccc3C)nnn2c2ccsc12	-12%
CSc1ccc(CN(C)C(=O)CNC(=O)c2sc3ccccc3c2Cl)cc1	-7%
CCOC(=O)c1c(-c2ccc(Br)cc2)csc1NC(=O)c1ccc(C(C)(C)C)cc1	-9%

(list continues)
SMILES	KDM5B inh
Cc1ccccc1Cn1c(C)c(CNCCCc2ccccc2)c(C(=O)O)c1C	-12%
O=C(COC(=O)c1cccc(S(=O)(=O)N2CCCC2)c1)Nc1ccc(Cl)cn1	-8%
COc1ccc(NC(=O)CCN2CCN(CCO)CC2)c(OC)c1	?
Fc1ccccc1Cn1c(-c2ccccc2)nc2ccccc21	?
COc1ccc2c(c1)c(C(C(=O)O)N1CCC(C(=O)O)CC1)cn2CC(=O)O (stereo unspecified)	2%
CN(C)c1ccc(C(=O)N2CCN(c3cc(-c4ccc(Cl)cc4)[nH]n3)CC2)cc1	?
Cc1ccc(CN2CCN(C(=O)CCC3CC3)C(C)C2=O)cc1 (stereo unspecified)	-10%
O=C(NN=C1CCCCCC1)c1cc(-c2cccs2)nc2ccccc12	?
Cc1cnc(=O)[nH]c1SCC(=O)Nc1nc2ccccc2s1	-19%
CCOCc1nc(C2CCCN(C(=O)COC)C2)no1 (stereo unspecified)	-13%
C#CCNC(=O)C[C@@H]1C[C@@H](C(C)C)[C@H](CNS(=O)(=O)Cc2ccccc2)C=C1C	-20%[86.2 µM]
Cn1c(=O)oc2cc(S(=O)(=O)N3CCC(C(=O)N4CCN(c5ccccc5F)CC4)CC3)ccc21	-8%
CCCCNC(=O)c1cc2n(n1)CC(c1ccc3c(c1)OCO3)OC2 (stereo unspecified)	-10%
Cc1ccc(/C=C/S(=O)(=O)NCC(=O)OCC(=O)c2c[nH]c3ccccc23)cc1	5%
O=C(CN1CCN(c2ncccn2)CC1)N1CCC2(CCCNC2=O)C1 (stereo unspecified)	?
CC(=O)Nc1ccc(OCC(=O)N(C)Cc2ccccc2)nc1	21%
O=C(CSc1nc2ccccc2nc1Cc1ccccc1)N1CCc2ccccc21	8%
Cc1ccc(-c2nc(CN(C)CC(=O)N(C)C)co2)c(C)c1	8%
O=C(COC(=O)C(Cc1ccccc1)N1C(=O)C2C3C=CC(C4CC34)C2C1=O)c1ccc(Oc2c(Cl)cccc2[N+](=O)[O-])cc1 (stereo unspecified)	5%
Cc1ccccc1CNC(=O)c1cnc2sc(N3CCOCC3)nn2c1=O	?
O=C1CCN(S(=O)(=O)c2ccccc2)CCCN(C(=O)Nc2ccc3c(c2)OCCO3)CCN1	-18%
CC(C)c1ccc(C(=O)Cn2cnc3c2c(=O)n(C)c(=O)n3C)c(C(C)C)c1	-9%
Cc1oc2cc3oc(=O)c(CC(=O)NCCC(=O)O)c(C)c3cc2c1C	-8%
CC(C(=O)NCCN1CCN(C)CC1)C1CCN(C(=O)c2cc3ccccc3[nH]2)CC1 (stereo unspecified)	?
O=C(c1csc(-c2ccsc2)n1)N1CCCC1c1ccc2c(c1)OCCCO2 (stereo unspecified)	10%
O=C(NN1C(=O)NC2(CCCCC2)C1=O)c1nn(-c2ccccc2)c(=O)c2ccccc12	-12%
Cc1cc(C)cc(NC(=S)N[C@H]2CO[C@H]3[C@@H]2OC[C@H]3O)c1	13%[86.2 µM]
Cc1ccc(C2(c3ccc(O)cc3)CCCCC2)cc1	-11%
O=C(NCC1CC1)c1cccc(OC2CN(C3CCCCCC3)C2)c1	-11%
O=C(CCCc1ccccc1)NC1CCN(C(=O)N2CC3CC(C2)[C@H]2CCCC(=O)N2C3)CC1 (stereo partly specified)	21%
COc1cccc(OC/C(=N\O)c2ccc(OCC(N)=O)cc2O)c1	12%
C=CCn1c(SCc2ccc(Cl)cc2)nc2c1c(=O)[nH]c(=O)n2C	5%
COc1ccc(C(=O)/C=C/c2ccccc2OCC#N)c2ccccc12	6%
COc1cc(C2C3=C(CCCC3=O)Nc3c(C#N)cnn32)cc(OC)c1O (stereo unspecified)	-13%
CC(=O)N1c2ccccc2CC1C(=O)N1CCN(c2cccc(C)c2C)CC1 (stereo unspecified)	4%

Screens: PubChem, National Center for Advancing Translational Sciences (NCATS)

Only part of the results is shown; rates above refer to the full screens.
